Screens as filed in PubChem BioAssay.
ER stress rescue = rescue of cells from ER stress-induced death, primary screen, 384-well, CSM14.1, thapsigargin, ATP luminescence (AID 1222); CSM14.1 thapsigargin-induced death rescue, ATP luminescence; higher % means a stronger effect; cellular ATP content (survival), % at 20 µM, or EC50 in µM where a hit was titrated; 190,000 tested, under 10 active;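 active = EC50 below 50 µM in the dose-response confirmation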;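 note: death triggered by thapsigargin at about 15 µM added after 2 h compound pretreatment; cell ATP read after overnight thapsigargin exposure of roughly 18 to 22 hours; normalized against plate controls of thapsigargin alone and 5% DMSO vehicle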
P. falciparum M17LAP = P. falciparum M17LAP inhibitors, primary screen, biochemical, fluorogenic H-Leu-NHMec substrate, 1536-well (AID 1619); Leucine aminopeptidase (Plasmodium falciparum (isolate 3D7)); recombinant M17LAP, H-Leu-NHMec fluorogenic kinetic assay; higher % means a stronger effect; inhibition, % at 30 µM, or IC50 in µM where a hit was titrated; actives 0.38% (n = 220,000);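 active = compound inhibiting the enzyme by more than half at any dose during confirmatory dose-response retesting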;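 note: plate controls were full reaction with DMSO carrier for no effect and no enzyme background for full effect; strong numbers were not always called active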
bCat nuc transl = modulators of beta-catenin nuclear translocation, primary screen, imaging, HeLa cells, immunofluorescence, high-content; actives 0.3% (n = 190,000); nuclear translocation activity, % at 5 µM; AID 1665, 2009;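 active = nuclear translocation activity above 50% at 5 µM, with a well cell count of 50 or more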;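 note: per-cell ratio of nuclear to cytoplasmic median beta-catenin stain intensity; plate controls were DMSO negative control for no effect and GSK-3 inhibitor IX positive control for full effect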
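Assay system: human HeLa cells, native beta-catenin; doses: 5 µM primary, 0.02–20 µM confirmation; incubation: compound treatment 24 h, 37°C, 5% CO2; technique: fluorescence imaging of beta-catenin antibody stain plus DAPI; measure: % activation, nuclear-to-cytoplasmic median beta-catenin signal ratio per cell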
K1F lysis inhibition = inhibition of K1F phage lysis, E. coli UTI89, bacterial capsule biogenesis inhibitors, alamar blue (AID 488966); E. coli UTI89 K1F phage lysis, alamar blue, 2 h; higher % means a stronger effect; inhibition, % at 100 µM; hits with a dose series show IC50 in µM; actives 0.02% (n = 340,000);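 active = phage lysis inhibition, versus mean bacterial control, above a set limit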;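 note: capsule biogenesis inhibitors block K1F phage lysis so surviving cells raise fluorescence; higher fluorescence means more inhibition of phage lysis; actives were called in the ten point dose series up to 300 µM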
Dynein cargo inh = inhibitors of GR-EGFP nuclear translocation, primary screen, dynein cargo transport inhibitor project, imaging, high-content, 3617.4 mouse cells; test concentration mostly 20 µM; stimulated with dexamethasone, 1 µM; hits give low values; z-score, hits read low; actives 0.47% (n = 220,000); AID 1381, 2008;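 active = plate z-score of nuclear minus cytoplasmic receptor signal below a set negative limit, without overly bright fluorescence or cell loss, cut at about -3.5 in these data, passing the limit was not always enough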;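 note: z-score of nuclear minus cytoplasmic ring GR-EGFP intensity difference per well; some compounds called inactive have numbers as strong as hits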
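Buffer or medium: tet-free, stripped-serum medium; Also added: dexamethasone, 1.0 µM final; Technique: high-content fluorescence imaging after fixation; Times: 48 h induction, 1 h compound, 30 min dex at 37 °C; Read-out: per-cell GR-EGFP intensity, nucleus versus surrounding cytoplasmic ring, well-averaged.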
Ins promoter up = insulin promoter activators in MIN6 cells, imaging, high-content screening, mouse beta cells. MIN6 insulin promoter-GFP reporter; hits give high values. z-score at 5 µM. actives 0.3% (n = 190,000). AID 1625, 2009;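 active = z-score above 3 at 5 µM with at least 500 cells counted in the well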
Autophagy mod = autophagy modulators in MEF cells, primary screen, imaging, high-content, MEF GFP-LC3; MEF GFP-LC3 puncta imaging; test concentration mostly 10 µM; calls only at 10 µM (by protocol); actives 0.98% (n = 190,000);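 active = percentage of spot-positive cells more than 3 SD above its plate mean, without a fluorescence outlier flag or 80% toxicity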;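 note: spot-positive cell cutoff set from DMSO-treated cells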
MT stabilizer = microtubule stabilizers in HeLa cells, primary screen, imaging, high-content imaging. % tubulin-high responders, % at 10 µM. HeLa tubulin immunostaining HCS, 24 h; share of cells brighter than vehicle mean+2SD. actives 0.83% (n = 200,000). AID 2205, 2009;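 active = plate Z-score above 3 for both tubulin-high and condensed-nucleus cell shares, with cell loss under 80%, at 10 µM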;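 note: anti alpha tubulin signal scored within the nucleus-defined area of each cell; some results filed as inactive read as strong as hits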
P. falciparum M1AAP = P. falciparum M1AAP inhibitors, biochemical, fluorogenic H-Leu-NHMec substrate, 1536-well (AID 1445). Aminopeptidase N (Plasmodium falciparum (isolate 3D7)). recombinant M1AAP, H-Leu-NHMec fluorogenic kinetic assay; higher % means a stronger effect. inhibition, % at 30 µM, or IC50 in µM where a hit was titrated. actives 0.42% (n = 220,000);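 active = primary inhibition above the hit cutoff, then over 50% inhibition at one or more dose response concentrations, cut at about 23% in these data, passing the limit was not always enough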;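 note: plate controls were DMSO full reaction for no effect and no enzyme background for full effect; strong numbers were not always called active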
Dynein cargo inh cytoplasmic EGFP = recorded beside Dynein cargo inh, whose call it bears; z-score; measured here: cytoplasmic GR-EGFP intensity; hits give high values
Dynein cargo inh nuclear GR-EGFP = further read-out of Dynein cargo inh, marked with its call; z-score; measured here: nuclear GR-EGFP intensity;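 lower value marks the stronger effect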
Dynein cargo inh cell count = further read-out of Dynein cargo inh, marked with its call; z-score; measured here: cell count per field
Ins promoter up cell count = second read-out of Ins promoter up, no call of its own (marks repeat the call); cell count; measured here: cytotoxicity, nuclei count;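 total cells summed across four imaged fields per well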
bCat nuc transl cell count 5 µM = second read-out of bCat nuc transl, no call of its own (marks repeat the call); cell count; measured here: cell count, cytotoxicity flag
MT stabilizer Hoechst-high % = also measured in MT stabilizer; calls as there; % Hoechst-high responders; measured here: nuclear condensation Hoechst responders;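 share of cells brighter than vehicle mean plus two SD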
MT stabilizer cytotoxicity % = also measured in MT stabilizer; calls as there; toxicity, %; measured here: cytotoxicity by cell density;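 0% = mean cell density of plate MIN control wells and 100% = no cells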
Autophagy mod cell loss 18 h = also measured in Autophagy mod; calls as there; toxicity, %; measured here: cell loss, nuclei count;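 cell loss after 18 h compound exposure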
* marks the source's active call; other numbers are inactive results; i = inactive; nt = not tested or not shown; [ ] = remark or other dose. Not a hit list. About 2.9% of those tested had a hit in this group.

Order of values – ER stress rescue	P. falciparum M17LAP	bCat nuc transl	bCat nuc transl cell count 5 µM	K1F lysis inhibition	Dynein cargo inh	Dynein cargo inh cytoplasmic EGFP	Dynein cargo inh nuclear GR-EGFP	Dynein cargo inh cell count	Ins promoter up	Ins promoter up cell count	Autophagy mod	Autophagy mod cell loss 18 h	MT stabilizer	MT stabilizer Hoechst-high %	MT stabilizer cytotoxicity %	P. falciparum M1AAP
Cc1cc2nc(Sc3c([N+](=O)[O-])nc(C)n3Cc3ccccc3)[nH]c2cc1C
 : 9.5%	-5%	3.9	970	-0.2%	-3.4	-0.047	-1.2	0.089	0.04	1099	i	29	9.5	1.7	11	1%
CC1(c2ccccc2)CC(C)(C)N(C(=O)c2cc([N+](=O)[O-])cc([N+](=O)[O-])c2)c2ccccc21 (stereo unspecified)
 : 2.5%	22%	-2.6	531	10%	-0.59	-0.31	-0.75	0.81	0.09	1277	i	8	2.1	2.4	8.5	5%
Cc1[nH][nH]c(=O)c1C(c1cc([N+](=O)[O-])ccc1O)c1c(C)[nH][nH]c1=O
 : -1.0%	49%	-3.6	1085	-0.1%	0.72	-0.14	1	-1.7	-0.18	1350	i	38	5.1	2.2	4.8	30µM*
CCOC(=O)N1CCN(Cc2nc(C3CC3)no2)CC1
 : 3.7%	-11%	-0.8	1112	0.3%	0.64	-0.31	0.23	0.23	-0.26	1440	i	4	2.2	0.7	4.9	-4%
CC1CCCC(C)N1C(=O)c1ccccc1Nc1ccc(SC(F)F)cc1 (stereo unspecified)
 : -1.1%	-12%	1.1	1343	-0.1%	-0.84	-0.17	-0.44	0.28	-0.18	1553	i	-2	0.9	2.0	8.4	1%
CN(c1ccccc1)S(=O)(=O)c1cccc(NC(=O)C2CC(=O)N(Cc3ccccc3)C2)c1 (stereo unspecified)
 : nt	2%	0.1	1277	0.1%	-0.48	-0.72	-0.074	-0.84	0.84	1080	nt	nt	nt	nt	nt	7%
CCOC(=O)c1ccc(NC(=O)c2ccc(NC(=O)c3ccccc3)cc2)cc1
 : 0.4%	0%	nt	nt	3.2%	0.57	-0.14	1.1	-0.36	-0.64	774	i	-5	2.9	2.0	4.9	0%
COc1ccc(C)cc1S(=O)(=O)Nc1ccc(F)cc1
 : -1.5%	2%	-0.6	953	i	-0.16	-0.29	0.23	-0.3	-0.57	1309	i	-9	1.2	2.3	36	14%
O=C1CCCc2c1cc(-c1ccccc1)n2-c1ccccc1
 : -0.1%	2%	-0.7	995	1.1%	0.76	-0.22	0.0058	-0.59	0.22	1434	i	-21	3.5	1.9	4.1	4%
CCOC(=O)c1ccc2ncc(-c3ccccc3)nc2c1
 : -1.5%	7%	-0.1	1157	0.7%	0.11	-0.33	0.36	0.099	-0.78	1274	i	-12	nt	nt	nt	8%
Cc1ccccc1NC(=O)c1ccc(NC(=O)C2CC(=O)OC23CCCCC3)cc1 (stereo unspecified)
 : 2.0%	-6%	0.4	840	0.2%	0.84	0.69	1.3	-1.7	1.4	1563	i	3	1.5	1.6	6.7	-6%
CC1CC(C)CN(S(=O)(=O)c2ccc(C(C)(C)C)cc2)C1 (stereo unspecified)
 : 0.9%	8%	-0.5	1563	0.1%	0.01	-0.33	0.54	1.6	-0.42	1435	i	15	2.5	2.7	7.5	-11%
Fc1cccc(Cl)c1CSc1nnc(CN2CCOCC2)n1-c1ccccc1
 : 1.1%	26%	nt	nt	-0.1%	-0.63	-0.28	-0.17	2.1	-0.44	902	i	-14	2.6	1.3	6.7	-3%
COc1ccc(/C=N/Nc2cc(C)nc(-n3nc(C)cc3C)n2)cc1
 : 1.3%	7%	-1.6	977	-2.5%	-0.31	-0.22	-0.42	-0.11	nt	nt	i	17	4.5	1.0	0.6	5%
CC(C)Oc1cccc(C(=O)NC(=S)Nc2cccnc2)c1
 : 0.7%	3%	-2.6	1078	4.6%	-0.59	-0.27	-0.66	0.96	1.2	1607	i	14	3.4	2.2	4.4	1%
COc1cc2ncnc(NCCc3ccccc3)c2cc1OC
 : -2.4%	21%	-1.1	1440	-0.3%	-0.82	-0.23	-0.8	0.72	-2.6	1060	i	7	1.2	2.3	11	0%
Cc1cc(OCC(=O)Nc2ccc(Br)cc2)cc2c1C(=O)CC(C)(C)O2
 : nt	8%	-0.2	1331	nt	0.36	-0.26	0.032	-0.015	-0.24	1412	nt	nt	nt	nt	nt	15%
Cc1cccc(N=C2NC(=O)/C(=C\c3cccs3)S2)c1
 : -5.3%	3%	0.4	842	-0.1%	-0.29	-0.25	-0.27	0.97	-0.23	1197	i	2	1.9	2.3	3.4	8%
CCOC(=O)CSc1nc(Cc2ccccc2)nc2ccccc12
 : 3.9%	-9%	0.6	1473	0.3%	-0.9	0.047	-0.33	1.3	-0.01	1580	i	4	3.5	2.5	13	3%
CCCCn1cnc2sc3c(c2c1=N)CCCC3
 : -2.8%	11%	-0.3	1143	-0.1%	-0.73	-0.17	0.34	0.55	-0.86	788	i	27	2.3	1.4	4.5	2%
CCc1n[nH]c2c1C(=O)CC(C)(C)C2
 : -3.4%	3%	-0.8	1064	-0.1%	0.74	-0.23	0.18	0.74	0.46	1802	i	-10	2.8	1.9	1.1	0%
Cc1cccc(Nc2ccc(NCc3ccccc3)nn2)c1
 : -0.4%	0%	3.5	522	-0.4%	-1.3	-0.31	-0.6	1.3	nt	nt	i	-33	2.2	1.9	2.5	14%
Cc1cc(NCC(c2ccccc2)c2ccccc2)n2ncnc2n1
 : 1.5%	26%	-1.6	1016	0.3%	0.38	-0.075	0.99	-1.3	0.27	1439	i	-21	2.0	1.1	2.3	2%
CC(C)c1cc(C(C)C)c(S(=O)(=O)NNC(=O)c2ccncc2)c(C(C)C)c1
 : 1.1%	6%	-1.9	1162	-1.1%[50 µM]	-0.17	-0.22	-0.087	0.12	1.1	1363	i	-7	1.6	1.7	4.1	4%
COC(=O)c1ccc(/C=N/NC(=O)CCSc2nc3ccccc3s2)cc1
 : -1.3%	6%	0.5	1045	nt	0.53	-0.13	0.19	-0.82	-0.09	1452	i	6	2.6	2.5	11	-6%
O=C(NCC1OCCc2ccccc21)c1cc(COc2ccc(F)cc2Cl)on1 (stereo unspecified)
 : 1.1%	-2%	2.0	1072	0.2%	0.26	-0.072	0.28	0.62	0.47	1349	i	-24	3.2	2.0	1.2	-2%
COc1ccc(N2C(=O)CC(SC(C)C)C2=O)cc1 (stereo unspecified)
 : -0.9%	-1%	nt	nt	-0.6%[50 µM]	-0.71	-0.23	-0.5	0.29	-0.18	1417	i	-5	3.7	2.9	8.2	3%
CCN1C(=O)/C(=C\c2cccs2)C(C(=O)OC)=C1C
 : 1.7%	10%	nt	nt	0.4%	0.64	0.16	0.41	0.53	-0.06	933	i	-1	3.2	2.6	6.4	10%
NC(=O)CC(NC(=O)Cc1cccc2ccccc12)c1ccc(NCCc2ccccc2F)c([N+](=O)[O-])c1 (stereo unspecified)
 : nt	-7%	2.1	1326	2.4%	0.15	-0.6	0.17	0.017	0.13	935	nt	nt	nt	nt	nt	-2%
Cc1cnc(C)c(N(C)NC(=S)Nc2ccccc2)n1
 : -0.8%	3%	-0.8	528	0.6%[50 µM]	-1.2	-0.33	-0.59	0.69	-0.01	1284	i	7	1.9	3.0	7.6	5%
COc1ccc(CNC(=O)C(=O)NC2CC(C)(C)NC(C)(C)C2)cc1
 : 1.7%	5%	0.5	1004	0.5%	0.089	-0.29	0.84	-1.4	1.6	1594	i	15	2.0	2.0	12	-2%
O=C(CSc1nnc(NC(=O)c2ccccc2C(=O)O)s1)Nc1ccccc1Cl
 : -0.1%	17%	-0.2	1116	-0.4%	-0.24	-0.13	0.065	0.33	-0.36	1325	i	-3	4.3	2.5	8.9	8%
Cc1ccc(S(=O)(=O)NC2=NCN(C3CCCCC3)CN2)cc1
 : -1.8%	-5%	1.0	1326	0.3%	-0.9	0.57	0.0019	0.054	0	1626	i	4	4.7	2.2	4.8	-6%
CC(c1ccco1)N(C(=O)C12CC3(C)CC(C)(CC(C)(C3)C1)C2)c1ccccn1 (stereo unspecified)
 : 3.1%	-5%	-4.7	1232	0.2%	-0.71	-0.26	-0.39	1.3	0.05	943	i	-5	3.8	2.4	3.1	-2%
O=C(c1ccc(Cl)cc1)c1cn[nH]c1-c1ccccc1O
 : 0.0%	35%	nt	nt	0.0%	0.22	-0.099	0.22	-0.46	0.14	782	i	-9	2.4	2.2	9.0	-2%
